# a7 integrin act – activators of alpha7 integrin expression for muscular dystrophy; alpha7betagal myoblasts, beta-gal FDG fluorescence, 48 h; Potency, µM (highest dose often 38.3 µM), for the others: at the highest dose activation, hits mostly activators; 350,000 compounds, 0.064% hits; AID 624291;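 note: potency is the fitted concentration of half-maximal effect; 100% = response of the positive control SU9516; nearly all actives have a fitted effect of over 60% in size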
#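 Alpha7betagal+/- myoblasts (passage 13) were plated 16-24 hr, then exposed to compounds (1:260 dilution of DMSO stock) for 48 hours at 37C. After MPER lysis, β-galactosidase reporter activity was read as FDG fluorescence (ex 480/em 540) after 30 minutes.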
# KCNH2 3.1 block – KCNH2 3.1 (human) potassium channel inhibition. U2OS KCNH2 3.1, thallium flux FluxOr; active compounds read low. activity change, % (tested at about 1.8 µM). 340,000 compounds, 0.95% hits;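 active = maximum activity change below -70%; inconclusive = maximum activity change from -70% to -50%; inactive = maximum activity change above -50%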;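 note: thallium influx rate constant from kinetic fluorescence after stimulation buffer; % is set by controls: 0 for no effect and ±100 for the full control effect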
#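 We transduce U2OS cells with the mutant 3.1 virus, culture them overnight, load FluxOr with Red40 quencher for 45 min, then add stimulation buffer and read kinetically for 2 min to derive a normalized rate constant.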
# TRPV1 ag – agonists of human vanilloid receptor 1 (TRPV1); 320,000 compounds, 0.19% hits; TRPV1-expressing cells, Fluo-8 calcium influx, agonist mode; AID 540275; activation, % at 8.33 µM; in the data active = activation above about 80%; inconclusive = between about 30% and that limit; note: 0% is about no effect
# Target sequence (Q8NER1 whole entry, looked up): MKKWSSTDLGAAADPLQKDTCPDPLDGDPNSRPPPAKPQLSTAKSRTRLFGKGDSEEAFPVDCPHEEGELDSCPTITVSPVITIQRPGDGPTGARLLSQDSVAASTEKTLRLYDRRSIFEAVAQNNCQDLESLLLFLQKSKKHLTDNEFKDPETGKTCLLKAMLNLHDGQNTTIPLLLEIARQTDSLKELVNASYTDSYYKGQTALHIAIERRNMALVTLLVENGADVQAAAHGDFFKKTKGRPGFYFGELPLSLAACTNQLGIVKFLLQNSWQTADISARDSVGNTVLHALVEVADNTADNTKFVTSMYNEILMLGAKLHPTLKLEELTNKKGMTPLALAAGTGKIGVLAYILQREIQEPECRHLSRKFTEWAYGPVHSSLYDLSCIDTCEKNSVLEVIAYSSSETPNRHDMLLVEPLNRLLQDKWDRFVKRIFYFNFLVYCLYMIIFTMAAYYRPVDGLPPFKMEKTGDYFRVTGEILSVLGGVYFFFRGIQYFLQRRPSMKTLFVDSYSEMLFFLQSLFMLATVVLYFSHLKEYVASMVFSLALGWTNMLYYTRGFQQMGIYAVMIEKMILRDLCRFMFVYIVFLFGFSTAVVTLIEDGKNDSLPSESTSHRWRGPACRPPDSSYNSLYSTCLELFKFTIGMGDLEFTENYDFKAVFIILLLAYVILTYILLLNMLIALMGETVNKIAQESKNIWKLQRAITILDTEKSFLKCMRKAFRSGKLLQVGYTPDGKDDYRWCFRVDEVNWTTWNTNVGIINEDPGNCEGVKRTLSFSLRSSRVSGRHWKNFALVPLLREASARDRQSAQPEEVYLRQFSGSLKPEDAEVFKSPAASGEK
#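 TRPV1-expressing cells were cultured overnight at 35.5C and loaded with Fluo-8 calcium dye for 40 to 90 min at room temperature. After a 10 s baseline, compound was added and calcium influx was read kinetically for 3 min (ex 480/em 520 nm).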
# GALK inh – galactokinase (human) inhibition; 270,000 compounds, 0.007% hits; AID 1868; Purified GALK, Kinase-Glo residual ATP luminescence; P51570; Potency, µM (top dose mostly 57.5 µM), for inactives: at the highest dose activity change, negative = inhibition, actives largely listed as inhibitors; note: potency is the fitted concentration of half-maximal effect; % is set by controls: 0 for no effect and ±100 for the full control effect
#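 Human GALK (5 nM) with 35 uM ATP and 100 uM galactose in 20 mM HEPES pH 8.0, 5 mM MgCl2, 60 mM NaCl, 1 mM DTT, 0.01% BSA. After 1 h at room temperature, leftover ATP was read by Kinase-Glo Plus luminescence.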
# MBNL1-CUG inh – blocks human MBNL1 binding to CUG repeat RNA. Q9NR56. TR-FRET MBNL1-His/biotin-(CUG)12 binding, 665/545 ratio. Potency, µM (titrated, usually from 57.5 µM), for inactives: at the highest dose activity change, negative = inhibition, usual class: inhibitors. 280,000 compounds, 0.036% hits. AID 2675; active = well fitted inhibition curve with a large enough effect in the signal ratio, with a control signal flat, not every such curve was filed as active; inconclusive = small, poorly fitted or top-dose-only effect, or effect the other way, or a change in a side signal; inactive = no such curve, though single readings can be large or run the other way; the % refers to the signal ratio; note: potency is the fitted concentration of half-maximal effect; % is set by controls: 0 for no effect and ±100 for the full control effect
#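 MBNL1-His + Biotin-(CUG)12, cpd titration 92 nM–58 uM; Tb anti-His Ab 0.055 ng/ul, SA-XL665 5 nM (final); 60 min RT; ratiometric 665/545 nm, Ex 340 nm; normalized to buffer and full-complex controls.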
# CXXC DNA block – blocks binding of human MLL CXXC domain to DNA. Q03164. MLL-CXXC / FITC-HOXA9 DNA fluorescence polarization. 290,000 compounds, 0.037% hits. Potency, µM (top dose mostly 115 µM), for inactives: at the top dose activity change, negative = inhibition, usual class: inhibitors; active = well fitted inhibition curve with a large enough effect in the polarisation, with a control signal flat, not every such curve was filed as active; inconclusive = small, poorly fitted or top-dose-only effect, or effect the other way, or a change in a side signal; inactive = no such curve, though single readings can be large or run the other way; the % refers to the polarisation; note: potency is the fitted concentration of half-maximal effect
#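 Steps: dispense CXXC domain solution (7 uM) → pin compounds or unlabeled HOX-A9 DNA control → 5 min ambient → add FLSN-HOX-A9 solution (50 nM) → spin → 30 min ambient → fluorescence polarization. Tris pH 7.5/NaCl/DTT/BSA buffer.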
# S-ASM inh – inhibitors of human secretory acid sphingomyelinase; P17405; placental ASM, HMU-PC fluorogenic substrate, 60 min; Potency, µM (highest dose often 57.5 µM), inactives show at the highest dose activity change, negative = inhibition, actives largely listed as inhibitors; 340,000 compounds, 0.006% hits; note: potency is the fitted concentration of half-maximal effect
#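 Fluorescence read-out (Ex 386 nm, Em 447 nm) after stopping the reaction at pH 10. Enzyme: ASM from human placenta; substrate HMU-PC0, 9 uM final; 60 min, 37 °C. Compound preincubation 10 min, ambient temperature.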
# FBPA coupling cs – coupling enzyme interference in Giardia aldolase counter-screen | coupling enzyme system counterscreen, AmpLite Red fluorescence | activity change, negative = inhibition, % at 58.2 µM, hits read low | 290,000 compounds, 0.67% hits | AID 2472; in the data active = activity change below about -30%; note: % is set by controls: 0 for no effect and ±100 for the full control effect
#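 Coupling enzymes only (glyceraldehyde-3-phosphate) + compound, at 57.5 uM final, 10 min RT; add substrate/coupling/AmpLite Red mix, 20 min RT; fluorescence ex 525/em 598 nm. Actives flag coupling-system interference.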
# KCNH2 WT inh – KCNH2 (human, wildtype) channel inhibition. U2OS, BacMam KCNH2, thallium flux FluxOr; active compounds read low. activity change, % at 1.84 µM. 340,000 compounds, 0.37% hits. AID 720551;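 active = maximum activity change below -70%; inconclusive = maximum activity change between -70% and -50%; inactive = maximum activity change above -50%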; note: % is set by controls: 0 for no effect and ±100 for the full control effect
#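 U2OS cells transduced with wild-type KCNH2 virus are loaded with FluxOr dye for 45 min, and thallium flux is measured in kinetic reads before and after stimulation buffer. Rate constants are normalized to DMSO controls.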
# A-T KAP1 phos – potential ataxia-telangiectasia treatments restoring KAP-1 phosphorylation; […] A-T fibroblasts, KAP-1 phosphorylation AlphaLISA; neocarzinostatin DNA damage 30 min before lysis; Potency, µM (top dose mostly 57.5 µM), for the others: top-dose activation, actives largely listed as activators; 320,000 compounds, 0.19% hits; note: potency is the fitted concentration of half-maximal effect; % of control where 0% means no effect; nearly all actives have a fitted effect of over 45% in size
#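 hTERT-immortalized A-T patient fibroblasts ([…]), 500 cells/well in OPTI-MEM, 1% FBS, got compounds for 60 min, then NCS for 30 min at 37C. Lysates were then assayed for phospho-KAP-1 by AlphaLISA (anti-pKAP1 donor, anti-KAP1 acceptor beads), 6 hr at 25C.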
# * = called active by the depositor; ? = inconclusive; . = no result given; & = joins results of further samples; [ ] = another dose, or the depositor's remark. Unless noted, calls come from the whole dose curve; as a rule, active = well fitted curve in the direction sought with a large enough effect; inconclusive = small, poorly fitted or top-dose-only effect, or another doubt; inactive = no such curve, though single readings can be large; an effect the other way counts as inactive or inconclusive.
1: O=C(CSc1nnnn1-c1ccccc1)N1N=CCC1c1ccccc1 (configuration not stated)
2: CCc1ccc(C(=O)C(C)OC(=O)c2cccc(S(=O)(=O)N3CCOCC3)c2)cc1 (configuration not stated)
3: COc1ccc2ccccc2c1/C=N/NC(=O)c1nnn(-c2nonc2N)c1CN(C)C
4: CCc1ccc(NC(=O)[C@H](C)NC(=O)C2CCN(C(=O)[C@@H](N)C(C)C)CC2)cc1
5: Cc1ccccc1C(=O)Nc1ccc(N(C)C)c2ccccc12
6: O=C(COC(=O)c1ccc(Br)c(S(=O)(=O)N2CCOCC2)c1)NC1CC1
7: O=C(COc1ccccc1)N[C@@H]1c2ccccc2CC[C@H]1OCc1ccccc1
8: O=C1CCCN1c1cc(Cl)ccc1Cl
9: COC(=O)c1cc(Sc2c(Cl)cccc2Cl)ccn1
10: CCCn1c(SCC(=O)Nc2cccc(Cl)c2Cl)n[nH]c1=O

entry no.	1	2	3	4	5	6	7	8	9	10
a7 integrin act	-12%	2%	4%	7%	-25%	-9%	19%	11%[7.66 µM]	-13%	20%
KCNH2 3.1 block	7	-17	-37	0	-18	-7	-16	13	-10	8
TRPV1 ag	3	3	-1	-4	?	.	.	3	-1	9
GALK inh	0%	.	6%	1%	-2%	.	.	0%	-1%	-2%
MBNL1-CUG inh	?	.	2%	-8%	14%	.	.	2%	-3%	0%
CXXC DNA block	-8%	.	3%	13%	3%	.	.	6%	-8%	-1%
S-ASM inh	-1%	-6%	-1%	-5%	-2%	-3%	-10%	-1%	-10%	-2%
FBPA coupling cs	0	.	1	-1	-5	.	.	4	1	-1
KCNH2 WT inh	1	-5	-3	-5	-4	-1	-6	1	-1	4
A-T KAP1 phos	0%	-2%	24%	-15%	-6%	-4%	14%	-5%	3%	2%

# 3 of the compounds above, with tabs.
No.	SMILES	a7 integrin act	KCNH2 3.1 block	TRPV1 ag	GALK inh	MBNL1-CUG inh	CXXC DNA block	S-ASM inh	FBPA coupling cs	KCNH2 WT inh	A-T KAP1 phos
7	O=C(COc1ccccc1)N[C@@H]1c2ccccc2CC[C@H]1OCc1ccccc1	19%	-16	.	.	.	.	-10%	.	-6	14%
8	O=C1CCCN1c1cc(Cl)ccc1Cl	11%[7.66 µM]	13	3	0%	2%	6%	-1%	4	1	-5%
3	COc1ccc2ccccc2c1/C=N/NC(=O)c1nnn(-c2nonc2N)c1CN(C)C	4%	-37	-1	6%	2%	3%	-1%	1	-3	24%

# (next part)
11: CCCn1c(=O)[nH]c(=O)c2c1nc(-c1ccc(OC(F)(F)C(F)C(F)(F)F)cc1)n2CCOC (configuration not stated)
12: O=C(Nc1ccc(F)cc1)OCCN1CCN(Cc2ccccc2)CCC1=O
13: CC(C)OC(=O)CSc1nnc(-c2ccc(Cl)cc2)n1N
14: Nc1ccccc1Sc1ccccc1[N+](=O)[O-]
15: CCN(CC(=O)c1c(N)n(C)c(=O)n(C)c1=O)c1cccc2ccccc12
16: O=C1NC(c2cccc3ccccc23)Nc2ccccc21 (configuration not stated)
17: COCCCN1CC(=O)N2C(c3ccc(C)cc3)c3[nH]c4ccccc4c3C[C@H]2C1=O (some centres not stated)
18: O=C1NC(=O)C2(COC3(CCCC3)OC2)S1
19: O=C(O)C(Cc1ccccc1)N1CCS(=O)(=O)CC1 (configuration not stated)
20: CC(C)C(=O)Nc1nnc(SCC(=O)NCc2ccc3c(c2)OCO3)s1

entry no.	11	12	13	14	15	16	17	18	19	20
a7 integrin act	7%	20%	34%	0%	-12%	-36%	5%	15%	5%	1%
KCNH2 3.1 block	-37	-5	22	0	23	-15	2	10	1	3
TRPV1 ag	3	10	1	4	28	.	-1	1	-2	0
GALK inh	2%	.	3%	0%	0%	.	.	1%	3%	-2%
MBNL1-CUG inh	4%	2%	16%	?	.	.	4%	-6%	-18%	2%
CXXC DNA block	3%	0%	5%	7%	-1%	.	9%	-4%	13%	-1%
S-ASM inh	244%[activator]	2%	-1%	1%	-1%	30%	-1%	2%	10%	2%
FBPA coupling cs	-16	2&-1	-2	-2	-43*	.	-1	3	0	3
KCNH2 WT inh	-3	18	16	5	-9	11	6	-6	1	-9
A-T KAP1 phos	.	13%	4%	3%	0%	.	6%	1%	2%	0%

21: CC(C)(C)c1ccc(C(=O)NNC(=O)C2CCCCC2)cc1
22: CC1CCN(S(=O)(=O)c2ccc3c(c2)N(CC(=O)NCCCN2C(C)CCCC2C)C(=O)CO3)CC1 (configuration not stated)
23: COc1ccc(CNC(=O)COC(=O)c2ccccc2C(=O)c2ccccc2)cc1
24: COc1ccccc1N1CCN(CCN2C(=O)C3CCCCN3C2=O)CC1 (configuration not stated)
25: CC(C)[C@@H](CO)NC(=O)c1ccc2c3n(nc2c1)-c1ccc(Cl)cc1CO3
26: COc1cccc(C2CC(=O)Nc3c2c(=O)n(C)c(=O)n3C)c1OC (configuration not stated)
27: O=S(=O)(O)c1cc(O)c2ccc(Nc3ccccc3)cc2c1
28: Cc1nonc1NC(=O)c1oc2ccccc2c1C
29: CCOc1ccccc1/C=N/Nc1nc2ccccc2o1
30: Cc1nc2c(C#N)c[nH]n2c(=O)c1Cc1ccccc1

entry no.	21	22	23	24	25	26	27	28	29	30
a7 integrin act	-20%	22%	12%	3%	32%	-16%	-3%	28%	4%	24%
KCNH2 3.1 block	-8	31	-15	17	23	-10	-2	14	-18	-6
TRPV1 ag	90*	0	?	-1	-2	0	.	24	17	-3
GALK inh	.	-6%	0%	0%	-3%	3%	.	5%	-3%	3%
MBNL1-CUG inh	?	-6%	.	-3%	?	-1%	.	1%	-3%	-9%
CXXC DNA block	-4%	23%	3%	-14%	5%	12%	.	-3%	14%	-2%
S-ASM inh	0%	0%	-3%	0%	0%	6%	249%[activator]	2%	1%	7%
FBPA coupling cs	-3	.	-1	0	0	0	.	.	2	-2
KCNH2 WT inh	1	-5	3	54	5	-3	1	10	-12	6
A-T KAP1 phos	-4%	1%	6%	5%	0%	-3%	.	0%	-6%	-3%

31: Cn1nc(C(=O)NC2CCC(O)CC2)c2ccccc2c1=O (configuration not stated)
32: COCCNC(=O)C(=O)Nc1ccc2c(c1)N(S(=O)(=O)c1cccs1)CCC2
33: CCOc1ncccc1C(=O)OCC(=O)Nc1c(C)cccc1C
34: Cc1cc(C)c(C)c(S(=O)(=O)N2C(=S)NC(=O)C2CC(C)C)c1C (configuration not stated)
35: CCCCN1C(=N)N([C@@H](C)CN2CCC[C@H]2CN2C(N)=NC[C@H]2CC(C)C)C[C@H]1[C@H](C)CC
36: O=C(CCS(=O)(=O)c1ccc(Cl)cc1)NCCN1C(=O)S/C(=C\c2ccccc2F)C1=O
37: Cc1ccc(S(=O)(=O)Nc2ccccc2F)cc1C(=O)NCCCN1CCCC1=O
38: CCCCNC(=O)Cn1cnc2sc(C(=O)OCC)c(C)c2c1=O
39: Cc1ccc2[nH]c(C(=O)N3CCOCC3)cc2c1
40: Cc1nc(-c2cccc(NS(C)(=O)=O)c2)cs1
41: CCOC(=O)CCCNC(=O)CCCNC(=O)C(c1ccccc1)c1ccccc1
42: O=C1OCCN1C(=O)[C@H]1[C@H](c2ccc(F)cc2)C(c2ccc(F)cc2)=NN1c1ccccc1

entry no.	31	32	33	34	35	36	37	38	39	40	41	42
a7 integrin act	3%	-35%	8%	-31%[inhibitor]	13%	-24%	18%	21%	2%	1%	-20%	37%
KCNH2 3.1 block	-8	0	3	.	3	7	0	0	1	8	5	-30
TRPV1 ag	0	5	1	-4	.	-4	-1	5	7	-3	9	-7
GALK inh	.	.	0%	-4%	.	-3%	9%	1%	7%	-1%	-1%	.
MBNL1-CUG inh	.	.	2%	-7%	.	14%	-16%	-4%	-1%	0%	-5%	-15%
CXXC DNA block	.	.	-1%	3%	.	3%	-6%	-3%	-1%	-11%	10%	28%
S-ASM inh	2%	-5%	5%	-14%	1%	-8%	6%	-1%	-1%	-1%	3%	217%[activator]
FBPA coupling cs	.	.	2	5	.	3	2	4	6	2	-2	-3&-9
KCNH2 WT inh	0	-8	6	-1	-26	-3	0	3	8	-8	10	0
A-T KAP1 phos	9%	1%	0%	2%	-11%	1%	-4%	0%	3%	2%	7%	21%
